# Screens (PubChem BioAssay)
# JMJD2E inh: qHTS Assay for Inhibitors of Human Jumonji Domain Containing 2E (JMJD2E); JMJD2E catalytic domain, FDH-coupled NADH fluorescence (FDH is formaldehyde dehydrogenase); Potency, µM (highest dose often 57.1 µM), without a hit: top-dose activity change, negative = inhibition, most hits filed as inhibitors; 230,000 compounds, 1.6% hits; AID 2147, 2009; active = well fitted inhibition curve with a large enough effect, not every such curve was filed as active; inconclusive = small, poorly fitted or top-dose-only effect, or another doubt; inactive = no such curve, though single readings can be large or run the other way;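 also: 0% = wells with enzyme and -100% = buffer wells without enzyme; nearly all actives have a fitted effect of over 50% in size; many of its hits are not listed in these tables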
# Target sequence (B2RXH2 1-337 limits assumed): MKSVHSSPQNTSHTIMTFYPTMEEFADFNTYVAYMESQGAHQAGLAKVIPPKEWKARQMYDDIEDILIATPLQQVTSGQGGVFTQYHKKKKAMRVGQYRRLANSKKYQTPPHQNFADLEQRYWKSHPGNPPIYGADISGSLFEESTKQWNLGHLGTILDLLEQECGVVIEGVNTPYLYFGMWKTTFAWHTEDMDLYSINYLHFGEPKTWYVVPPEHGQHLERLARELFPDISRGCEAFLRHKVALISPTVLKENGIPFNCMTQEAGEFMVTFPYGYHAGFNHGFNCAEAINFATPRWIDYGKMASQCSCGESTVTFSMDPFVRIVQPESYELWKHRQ
# LMNA splice mod: qHTS Assay for Modulators of Lamin A Splicing; HeLa LMNA splicing GFP/RFP minigene ratio, 48 h; Potency, µM (doses to about 46.1 µM), inactives show at the top dose ratio change, negative = inhibition, most hits filed as inhibitors; 200,000 compounds, 0.01% hits; AID 1487, 2009; active = well fitted inhibition curve with a large enough effect in the signal ratio, with a control signal flat, not every such curve was filed as active; inconclusive = small, poorly fitted or top-dose-only effect, or effect the other way, or a change in a side signal; the % refers to the signal ratio; also: % is scaled to controls: 0 for no effect and ±100 for the full control effect
#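 S3 HeLa cells stably expressing lamin A-EGFP splicing minigene plus DsRed2, 600 cells/well, 48 h compound exposure at 37C. Laser-scanning cytometry; analysed as GFP (500-530 nm)/RFP (575-640 nm) total intensity ratio; 0.5% DMSO vehicle.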
# Luc counter: Counterscreen for Luciferase (Kinase-Glo TM) Inhibition; Luciferin 4-monooxygenase (Photuris pensylvanica), Q27757; Kinase-Glo luciferase, ATP luminescence, 8 min; Potency, µM (titrated, usually from 38.3 µM), for the others: at the top dose activity change, negative = inhibition, actives largely listed as inhibitors; 200,000 compounds, 0.28% hits; AID 1379, 2008; also: % is scaled to controls: 0 for no effect and ±100 for the full control effect; nearly all actives have a fitted effect of over 60% in size
#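 Compounds were added to a substrate mix at pH 7.2 (50 mM imidazole, 10 uM ATP, within the enzyme's linear range), followed by Kinase-Glo detection reagent; luminescence was measured after 8 minutes at ambient temperature.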
# SMN2 splice enh: qHTS Assay for Enhancers of SMN2 Splice Variant Expression; HEK293 SMN2-luciferase splicing reporter, luminescence, 30-36 h; Potency, µM (highest dose often 46.1 µM), without a hit: top-dose activity change, positive = activation, hits mostly activators; 210,000 compounds, 2.8% hits; AID 1458, 2008; also: % of control where 0% means no effect; nearly all actives have a fitted effect of over 55% in size
#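 qHTS luciferase splicing reporter: luminescence rises when SMN2 exon 7 is included in transfected HEK293 cells. Compound exposure lasted 30-36 h at 37C, with 4.5 mM final sodium butyrate as control, followed by a ONE-Glo read.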
# ALDH1A1 inh: qHTS Assay for Inhibitors of Aldehyde Dehydrogenase 1 (ALDH1A1); Aldehyde dehydrogenase 1A1 (Homo sapiens), P00352; Purified ALDH1A1, NADH fluorescence, propionaldehyde substrate; Potency, µM (top dose mostly 75.3 µM), without a hit: top-dose activity, negative = inhibition, most hits filed as inhibitors; 220,000 compounds, 7.3% hits; AID 1030, 2008; active = well fitted inhibition curve with a large enough effect, not every such curve was filed as active; inconclusive = small, poorly fitted or top-dose-only effect, or another doubt; inactive = no such curve, though single readings can be large or run the other way;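 also: plate controls were no enzyme wells and a reference inhibitor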
# Target sequence (P00352 whole entry, looked up): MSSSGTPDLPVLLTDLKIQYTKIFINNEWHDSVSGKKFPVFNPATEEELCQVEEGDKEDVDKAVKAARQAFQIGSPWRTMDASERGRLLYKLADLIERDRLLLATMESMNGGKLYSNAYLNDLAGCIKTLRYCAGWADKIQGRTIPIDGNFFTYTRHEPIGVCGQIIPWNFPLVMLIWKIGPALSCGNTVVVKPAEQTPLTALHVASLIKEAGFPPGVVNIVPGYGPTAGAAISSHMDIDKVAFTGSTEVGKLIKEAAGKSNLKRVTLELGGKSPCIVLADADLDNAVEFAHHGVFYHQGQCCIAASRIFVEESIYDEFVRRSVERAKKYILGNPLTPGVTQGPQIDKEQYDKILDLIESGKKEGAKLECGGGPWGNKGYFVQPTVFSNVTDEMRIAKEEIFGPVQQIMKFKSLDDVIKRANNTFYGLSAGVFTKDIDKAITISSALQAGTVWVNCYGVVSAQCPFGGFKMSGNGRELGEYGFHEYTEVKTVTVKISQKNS
# L3MBTL1 inh: qHTS Assay for the Inhibitors of L3MBTL1; AlphaScreen L3MBTL1–H3K9me1 peptide binding; AID 485360, 2010; Lethal(3)malignant brain tumor-like protein 1 (Homo sapiens), Q9Y468; Potency, µM (highest dose often 57.1 µM), for inactives: at the top dose activity, negative = inhibition, usual class: inhibitors; 230,000 compounds, 0.66% hits; also: % is scaled to controls: 0 for no effect and ±100 for the full control effect; nearly all actives have a fitted effect of over 60% in size
#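 L3MBTL1 50 nM + b-AHA-H3(1-15)K9me1 75 nM, 30 min RT; compound added, 30 min RT; streptavidin donor/Ni-chelate acceptor beads 10 ug/mL each final, 30 min RT dark; AlphaScreen read.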
# Tau ThT inhib: qHTS for Inhibitors of Tau Fibril Formation, Thioflavin T Binding | Potency, µM (top dose mostly 57.4 µM), inactives show at the top dose activity, negative = inhibition, usual class: inhibitors | recombinant tau K18 P301L (four-repeat tau fragment), heparin-induced fibrillization, ThT fluorescence | 270,000 compounds, 2.1% hits; also: % is scaled to controls: 0 for no effect and ±100 for the full control effect; nearly all actives have a fitted effect of over 55% in size
# Target sequence (P10636 561-689 P618L limits assumed): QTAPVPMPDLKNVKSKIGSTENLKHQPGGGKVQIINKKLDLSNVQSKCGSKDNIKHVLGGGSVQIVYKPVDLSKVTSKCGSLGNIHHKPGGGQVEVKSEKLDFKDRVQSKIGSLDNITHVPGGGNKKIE
#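 Tau K18 P301L fragment (15 uM unlabeled plus 0.24 uM Alexa 594-labeled) in 100 mM sodium acetate pH 7 with compound, fibrillization induced by 20 uM heparin for 6 hr at 37 C. Thioflavin T (30 uM) added, fluorescence read after 1 hr (ex 450, em 510 nm).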
# RECQ1 inh: qHTS Assay for Inhibitors of RecQ-Like Dna Helicase 1 (RECQ1); RECQ1 DNA unwinding, red fluorescence kinetic read; Potency, µM (top dose mostly 57.3 µM), for the others: at the highest dose activity, negative = inhibition, usual class: inhibitors; AID 2549, 2010; ATP-dependent DNA helicase Q1 (Homo sapiens), P46063; 240,000 compounds, 0.54% hits;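 also: plate controls were vehicle for no effect and no enzyme for full effect; nearly all actives have a fitted effect of over 30% in size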
#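 50 nM RECQ1T1 preincubated 15 min with compound in Tris pH 8.0 buffer with MgCl2, DTT, Tween-20 and 2.5 ug/ml poly(dI-dC); started with 200 nM TAMRA/BHQ-2 forked duplex and 2 mM ATP. Unwinding read as fluorescence (525/598 nm), two reads 2 h apart.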
# An asterisk follows results filed as active; i = inactive; ? = inconclusive; . = not tested or not shown; [ ] = dose if it differs, or a comment. Unless noted, calls follow the shape of the dose curve; as a rule, active = well fitted curve in the direction sought with a large enough effect; inconclusive = small, poorly fitted or top-dose-only effect, or another doubt; inactive = no such curve, though single readings can be large; an effect the other way counts as inactive or inconclusive. Potency is read from the fitted curve at half-maximal effect. A portion of the library (hit frequency here may not be typical).
smiles | ALDH1A1 inh | JMJD2E inh | RECQ1 inh | Tau ThT inhib | SMN2 splice enh | Luc counter | L3MBTL1 inh | LMNA splice mod
COc1ccccc1C(=O)O/N=C(/c1ccncc1)c1ccc([N+](=O)[O-])cc1 | 20µM* | -9% | -10% | -15% | -5% | 2% | -15% | ?
O=C(NCCNc1ccc([N+](=O)[O-])cc1)c1cccc2c(Br)cccc12 | 11% | 13% | -2% | -13% | -5% | -1% | -5% | 12%
COc1cc(C(=O)Sc2ccc(C)cc2)cc(OC)c1OC | ? | 3% | -3% | ? | -12% | -5% | -3% | ?
O=C(Cn1cc(SCc2ccc(Cl)cc2)c2ccccc21)N1CCOCC1 | ? | -16% | -20% | ? | ? | -7% | -18% | ?
Cc1cc(NC(=O)Nc2cccc3ccccc23)no1 | -1% | ? | -1% | ? | 4% | 0% | -6% | ?
CCOC(Cn1c(SCc2cc(C(C)=O)ccc2OC)nc2ccccc2c1=O)OCC | ? | -6% | -3% | 1% | . | . | 1% | -1%
Cc1cccc(CSc2nnc(-c3cccs3)n2Cc2ccco2)c1 | -11% | -1% | -15% | -10% | -5% | 0% | -10% | 9%
O=C1CC2CS(=O)(=O)CC2N1c1ccc(Cl)cc1Cl (stereo not given) | ? | -1% | -5% | 10% | -1% | -2% | -6% | -9%
C/C(=N\c1nc2ccccc2n1C)c1cc(Cl)ccc1O | -2% | 5% | -4% | 1% | -10% | -3% | 2% | -7%[0.0737 µM]
COC(=O)C1C(=O)c2c(n[nH]c2C)CC1(C)C (stereo not given) | 5% | 8% | i | 2% | 12% | -2% | 2% | -8%
CC1(C)CC(=O)C2=C(C1)OC1=C(C(=O)CC(C)(C)C1)C2c1ccc(O)cc1O | 0.89µM* | ? | 11% | ? | -82%[inhibitor] | 0% | -7% | ?
Cc1ccc(CN(c2ccc(C(=O)N3CCCC3)cc2)S(C)(=O)=O)cc1 | 4% | 6% | -6% | 0% | -19% | -3% | 8% | 16%
Cc1ccccc1-n1c(SCC(=O)N/N=C/C=C/c2ccccc2[N+](=O)[O-])nc2ccccc2c1=O | ? | 0% | -5% | -1% | -3% | 3% | -7% | -8%
COc1ccc(NC(=O)CSc2nnc(-c3ccoc3C)n2CCc2ccccc2)cc1 | ? | -2% | -4% | -20% | 0% | -4% | . | -5%
CC(C)(C)NS(=O)(=O)c1ccc(-c2csnn2)s1 | -5% | -5% | -9% | -5% | -3% | 0% | . | 17%
COc1ccc(-c2nc3ccccn3c2C=O)cc1 | ? | ? | -11% | 1% | ? | -22% | 1% | -4%
Cc1ccc2nc(SCC(=O)Nc3cccc([N+](=O)[O-])c3)[nH]c2c1 | -7% | 0% | -7% | ? | -12% | -1% | -5% | 6%
Cc1ccc(NC(=O)CSCC(=O)Nc2ccc(N3CCOCC3)c(Cl)c2)cc1 | ? | 13% | -9% | -13% | -14% | -3% | 39%[activator] | ?
Cc1ccc2c(c1)C(c1ccc(O)cc1)(c1ccc(O)cc1)C(=O)N2C | 3% | 7% | -10% | 0% | -2% | 1% | -4%[11.4 µM] | ?
NC(=O)c1cccn1-c1ncc(C(F)(F)F)cc1Cl | -2% | 1% | i | 9% | -8% | -3% | 8% | 4%[46 µM]
CC(C)(C)NC(=O)C1CCCN(S(=O)(=O)c2cccc3cccnc23)C1 (stereo not given) | 3% | 0% | -6% | 2% | 1% | 0% | -6% | -5%
Cn1c(=O)c2c(ncn2C[C@@H](O)CO)n(C)c1=O | 0%[20.9 µM] | -4%[25.5 µM] | -11%[25.9 µM] | . | -17%[20.6 µM] | -2%[17.1 µM] | . | ?
CCn1ncc(/C=C/C(=O)C2CC2)c1C | 1% | -7% | -1% | 3% | -8% | -2% | 5% | 12%
COC(=O)[C@@H](N)Cc1ccc(O)cc1 | 6% | 3% | -3% | -3% | -50%[inhibitor] | 0% | 6% | 8%
O=S(=O)(Nc1ccc(N2CCOCC2)cc1)c1ccc2ccccc2c1 | ? | -12% | i | ? | -4% | -4% | . | -17%
CCCCN(C(=O)Cn1ncc(Cl)c(Cl)c1=O)c1c(N)n(CC(C)C)c(=O)[nH]c1=O | ? | -3% | 28µM* | -18% | . | . | -29% | .
CCN(CC)c1ccc(NC(=O)CN2CCN(CC(=O)Nc3ccccc3F)CC2)cc1 | -10% | -1% | -11% | ? | -33%[inhibitor] | 1% | -4%[11.4 µM] | -8%
c1ccc(C2=NNC(=NC3CC3)SC2)cc1 | ? | 5% | i | ? | 2.5µM* | 4.5µM* | 8% | 12%
O=C(Nc1ccc2c(c1)OCO2)c1ccncc1 | 10% | 3% | 4% | -17% | 2% | -5% | -2% | 5%
CCOc1ccc2nc(NC(=O)CSc3ccc(Cl)cc3)sc2c1 | -74% | -5% | -2% | ? | 8% | 1% | . | 8%
COc1cc(C(=O)N/N=C(\C)Cn2nc([N+](=O)[O-])cc2C)ccc1O | 1% | -3% | i | -5% | 11% | -1% | 5% | -3%
Cc1ccc(/C=N/NC(=O)CNC(=O)Cc2ccccc2)o1 | 1% | -3% | -9% | 4% | 11% | 0% | 7% | -12%
CC(C)N1CCc2c(sc(NC(=O)c3nc4ccccc4s3)c2C(N)=O)C1 | ? | -11% | 16% | ? | -9% | -7% | -5% | .
CCn1nc(C)c(Br)c1-c1nc(-c2cccc(C)c2)no1 | -4% | -3% | -14% | -18% | . | . | 36%[activator] | .
Cc1cccc2sc(NS(C)(=O)=O)nc12 | 13% | 3% | 9% | -2% | 9% | 6% | -11% | .
O=C(NCc1cccnc1)NC1(c2ccccc2)CC1 | -9% | 0% | -6% | -1% | -3% | 15% | 4% | -4%
O=[N+]([O-])c1ccc(CSc2ncnc3c2ncn3[C@@H]2O[C@H](CO)[C@H](O)[C@H]2O)cc1 | -5% | 11% | i | -13% | -17% | -8% | . | ?
O=c1/c(=C/c2ccc([N+](=O)[O-])cc2)sc2n1CCCN=2 | -1% | 2% | -10% | ? | 12% | -1% | 1% | 6%
COc1ccc(-c2c(O)c3c(OC)c4c(cc3oc2=O)OC(C)(C)CC4)cc1 | 2% | -10% | -15% | -9% | -8% | -2% | . | -11%
CC(C)(C)n1nnnc1C(c1cc2cc3c(cc2[nH]c1=O)OCCO3)N1CCSCC1 (stereo not given) | ? | ? | -7% | 5% | . | . | -7% | -2%
COc1ccc(CCNC(=O)c2ccccc2SC)cc1 | -1% | 2% | i | -2% | -4% | 0% | 4% | .
C/C(=N\NC(=O)c1ccc(CSc2nncn2C)cc1)c1cccs1 | -1% | 2% | -2% | -7% | 13µM* | -5% | 47%[activator] | .
N#Cc1cc(S(=O)(=O)c2ccc(Cl)cc2)c(N)[nH]c1=O | ? | 16% | i | 5% | -14% | 2% | 4% | .
C=CCSc1nnc(-c2ccc([N+](=O)[O-])cc2)o1 | -10% | -2% | i | ? | ? | 1% | -10% | .
COC(=O)c1ccc(NC(C(=O)OC)C(C)C)c([N+](=O)[O-])c1 (stereo not given) | -2% | 0% | 0% | -9% | 4% | 1% | -1% | 3%
Clc1ccc(-c2nnc(-c3ccc(Br)cc3)c(N3CCSCC3)n2)cc1 | -2% | 9% | -2% | -13% | -8% | -2% | -4% | 12%
COC(=O)c1cccc(NC(=O)c2onc3c2CCCC3)c1 | -14% | 6% | i | -16% | 0.79µM* | ? | -4% | 7%
NC(=O)N/N=C/c1coc2ccc(O)cc2c1=O | 18µM* | ? | -5% | ? | . | . | 46%[activator] | .
COC(=O)Nc1cc(C)nc2ccccc12 | -64% | 6% | -4% | 12% | 24% | 1% | 7% | 31%
O=C(NCC(c1cccs1)N1CCOCC1)c1cc(-c2ccc(F)cc2)nc2ccccc12 (stereo not given) | ? | ? | i | -10% | -53%[inhibitor] | 2% | -7% | -17%[46 µM]
Cc1[nH]n(-c2ccc(C(=O)O)cc2)c(=O)c1CCO | 9% | 2% | 8% | -7% | 2% | 1% | -11% | 14%[46 µM]
CN(C)S(=O)(=O)N(CC(=O)Nc1cccc(F)c1)c1ccccc1 | ? | 1% | -2% | 6% | -21% | 3% | . | 1%
COc1ccc(Cc2noc(CN3CCN(c4ccc(Cl)cn4)CC3)n2)cc1OC | -1% | 1% | i | 4% | -43%[inhibitor] | 0% | 4% | .
O=c1[nH]ncc(N/N=C/c2ccccc2)c1Cl | 5% | 1% | i | -6% | -2% | -4% | . | -10%
C=CCOc1cc(OC)c(OC)c(OC)c1 | -1% | -6% | -8% | 3% | . | . | -1% | .
CCC(OC(=O)c1ccco1)C(=O)NCc1ccco1 (stereo not given) | -1% | 4% | 13% | -1% | -3% | -1% | -3% | 0%
Cc1cc2c(c(=O)n1Cc1ccco1)C(c1cccnc1)C(C#N)=C(N)O2 (stereo not given) | 7.5µM* | -5% | -6% | 21% | 10% | 1% | -11% | 3%
CCCn1c(-c2cccs2)nc2c1c(=O)[nH]c(=O)n2Cc1ccccc1 | ? | ? | -4% | -5% | -6% | 1% | . | .
Cn1c(SCC(=O)c2cccs2)nnc1-c1ccco1 | ? | 5% | i | -8% | . | . | 1% | 3%
